Bioassay records deposited in PubChem BioAssay by several laboratories.
PHOSPHO1 inh: inhibitors of human PHOSPHO1 phosphatase. inhibition, % at 13.3 µM. Q8TCT1. recombinant PHOSPHO1, absorbance phosphatase assay. 1.1% of 290,000 active; in the data active means inhibition above about 60%
Target sequence (Q8TCT1 whole entry, looked up): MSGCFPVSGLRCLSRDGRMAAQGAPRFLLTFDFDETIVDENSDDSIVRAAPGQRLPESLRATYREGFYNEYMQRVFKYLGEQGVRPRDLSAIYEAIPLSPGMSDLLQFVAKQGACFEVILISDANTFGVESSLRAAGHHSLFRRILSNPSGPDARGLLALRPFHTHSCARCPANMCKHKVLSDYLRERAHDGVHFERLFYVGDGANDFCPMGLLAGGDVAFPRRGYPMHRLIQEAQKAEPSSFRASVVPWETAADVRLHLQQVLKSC
PfM18AAP inh: PfM18AAP enzyme inhibition; 1.2% of 290,000 active; recombinant PfM18AAP, H-Glu-NHMec fluorogenic cleavage; inhibition, % at 7.35 µM;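 active means inhibition above the campaign mean inhibition over all tested compounds plus 3 SD, cut at about 28% in these data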;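 further: 0% = plate median of test compound wells and 100% = 2 mM ZnCl2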
GPR7 antag: human neuropeptides B/W receptor 1 antagonism; 1.1% of 290,000 active; GPR7-expressing cells, fluorescence antagonist assay; P48145; inhibition, % at 4.4 µM; AID 1861; in the data active means inhibition above about 16%, passing the limit was not always enough;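 further: cells stimulated with the agonist NPW; 0% = agonist with vehicle and 100% = vehicle without agonist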
Target sequence (P48145 whole entry, looked up): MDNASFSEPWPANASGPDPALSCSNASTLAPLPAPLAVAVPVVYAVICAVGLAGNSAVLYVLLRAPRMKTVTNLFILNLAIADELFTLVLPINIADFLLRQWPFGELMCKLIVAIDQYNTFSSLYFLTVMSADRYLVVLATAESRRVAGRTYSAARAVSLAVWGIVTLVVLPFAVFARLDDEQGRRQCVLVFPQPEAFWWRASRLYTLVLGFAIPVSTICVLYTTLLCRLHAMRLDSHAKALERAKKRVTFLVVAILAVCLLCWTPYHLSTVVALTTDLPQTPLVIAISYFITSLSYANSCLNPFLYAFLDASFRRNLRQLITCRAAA
IDE cell inh: inhibitors of human insulin-degrading enzyme in cells; 0.41% of 320,000 active; P14735; inhibition, % at 5.59 µM; HEK cells, FAbetaB cleavage, fluorescence polarization;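 active means percent inhibition above the average of all tested compounds plus 3 SD, set per screening campaign, cut at about 16% in these data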;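 further: IDE supplied by intact live HEK cells; FP after avidin binding of uncleaved biotin substrate so inhibition keeps polarization high; 0% = DMSO wells and 100% = 60 µM reference IDE inhibitor Ii1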
VIM-2 inhibitor: blocks Pseudomonas aeruginosa VIM-2 metallo-beta-lactamase. purified VIM-2, nitrocefin hydrolysis, epi-absorbance fluorescence. inhibition, % at 5.6 µM. 0.89% of 290,000 active;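 active means inhibition above the mean of all tested compounds plus 3 SD, cutoff set per screening run, cut at about 7.5% in these data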;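 further: red hydrolysis product quenches plate fluorescence so inhibitors raise well fluorescence; 0% = enzyme with DMSO and 100% = DMSO without enzyme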
IMP-1 inh: inhibitors of Pseudomonas aeruginosa IMP-1 metallo-beta-lactamase. purified IMP-1, nitrocefin hydrolysis, epi-absorbance fluorescence. inhibition, % at 5.6 µM. 0.45% of 290,000 active. AID 1556;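 active means inhibition above the mean plus 3 SD of all compounds in the same screening run, cut at about 4.5% in these data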;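 further: 0% = IMP-1 with DMSO and 100% = DMSO wells lacking enzyme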
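System: Purified recombinant IMP-1 metallo-beta-lactamase enzyme | Measured by: Fluorescence quenching readout, ex 480/em 530 nm | Replication: Singlicate | Incubation: 15 min preincubation plus 25 min reaction at 25 °C | Evaluation: Percent inhibition from optical density relative to buffer-blank wells | Benchmarks: DMSO with and without IMP-1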
NALP1 yeast inh: inhibitors of NALP1 inflammasome in yeast. 0.61% of 280,000 active. inhibition, % at 10 µM. AID 2071. S. cerevisiae NALP1/ASC/caspase-1 growth, X-gal OD620, 72 h; in the data active means inhibition mostly above about 24%, no sharp cut-off; inactive means mostly below about 32%; further: some compounds called inactive have numbers as strong as hits
IDE act: boosts human insulin-degrading enzyme activity in HEK cells; P14735; FAbeta-B cleavage, fluorescence polarization; 0% vehicle, 100% cell-free pure enzyme wells; activation, % at 5.96 µM; 0.073% of 340,000 active;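 active means activation above the mean of all tested compounds plus 3 SD, set per screening campaign, cut at about 17% in these data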
p-CIP stab down: p/CIP protein destabilization | F442A p/CIP-EGFP cells, EGFP fluorescence, 16 h | AID 1984 | decrease of EGFP signal, % at 10 µM | Q05BA5 | 0.01% of 290,000 active;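 active means EGFP signal decrease of at least 30% at 10 µM or well 3 SD below plate mean, unless failing retest; inactive means the rest, including hits failing retest or dose response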; further: some compounds called inactive have numbers as strong as hits; many of its hits are not listed in these tables
An asterisk follows results filed as active; x = no result given.

SMILES | PHOSPHO1 inh | PfM18AAP inh | GPR7 antag | IDE cell inh | VIM-2 inhibitor | IMP-1 inh | NALP1 yeast inh | IDE act | p-CIP stab down
CCCN1CCN(CCCNC(=O)c2ccc(NC(=O)C3=C(C)OCCS3)cc2)CC1 | 26 | -10 | -6 | -3 | -1.5 | -0.3 | 7 | -1 | -10
CC1Cc2ccccc2N1C(=O)CSc1nnc(NC(=O)Cc2cccs2)s1 (stereo unspecified) | -3 | -9 | -13 | -2 | -3.2 | -5.0 | 13 | x | -1
Nc1ccc(-c2nnn(CC(=O)N3CCCCC3)n2)cc1 | 20 | 2 | -9 | 4 | -2.7 | -5.9 | 4 | 7 | -6
COc1cc(C(=O)N2CCN(C(=O)c3cc(-c4ccccc4)n[nH]3)CC2)cc(OC)c1OC | 43 | -2 | -18 | 0 | -2.7 | -3.7 | 6 | 0 | -1
COc1cccc(C(c2nnnn2C(C)(C)C)N2CCN(C3CCCCC3)CC2)c1OC (stereo unspecified) | 25 | -8 | 3 | x | -0.7 | -1.9 | 4 | 4 | -4
COC(=O)c1ccc(OC(=O)CCN2C(=O)C3CCCCC3C2=O)cc1 (stereo unspecified) | -4 | -7 | 2 | 3 | -4.2 | -3.2 | 18 | -4 | 1
CCCc1nnc(NC(=O)Nc2ccc(OC)cc2)s1 | 41 | -1 | -2 | 0 | -2.5 | -3.4 | 8 | -5 | 5
CCOc1cc(NC(=O)c2ccccn2)c(OCC)cc1NC(=O)c1ccc(OC)cc1 | 25 | 2 | -10 | 6 | 0.0 | -2.1 | 7 | 1 | -8
CNC(=O)c1ccccc1Sc1ccccc1C#N | 20 | 2 | -4 | -1 | 0.3 | -1.9 | 0 | -1 | 11
CCCCn1c(SCC(=O)NC2CCS(=O)(=O)C2)nc2cc(S(N)(=O)=O)ccc21 (stereo unspecified) | -7 | -14 | -6 | 2 | 2.4 | -2.1 | -7 | 0 | -6
CCCCOC(=O)c1ccc(O)cc1 | 1 | 6 | -2 | 4 | -3.1 | -4.3 | 27 | -1 | 3
C/C(=N\NC(=O)c1sccc1-n1cccc1)c1cccs1 | 16 | 7 | -7 | 2 | -2.9 | -2.5 | 2 | 0 | 19
COc1ccc(OC)c(-n2c(-c3ccccc3)n[nH]c2=S)c1 | 102* | 16 | -5 | -3 | 1.4 | -3.7 | -12 | 5 | 4
COc1ccc(F)cc1S(=O)(=O)NC1CCCC1 | 1 | -9 | 6 | 3 | -2.0 | -4.4 | -9 | -5 | -1
COc1cc(NC(=O)c2ccc(NS(=O)(=O)c3c(C)noc3C)cc2)cc(OC)c1 | 2 | 2 | 2 | 3 | 1.0 | -1.8 | -1 | 9 | 13
COC(=O)c1cnc(NNS(=O)(=O)c2ccc(C(F)(F)F)cc2)nc1C(F)(F)F | 2 | 27 | -3 | 10 | -2.3 | -2.7 | 0 | 2 | 6
CCOC(=O)/C=C(\C)Sc1cc(O)c2ccccc2c1O | 42 | -4 | -13 | x | 1.0 | 0.1 | -20 | -9 | -3
COc1ccc(C(=O)NCC(=O)OCC(=O)c2ccc3c(c2)OCCO3)cc1 | 15 | -6 | -10 | -2 | -1.5 | -3.3 | 36* | 5 | -6
Cc1cccc(Nc2nc(N)nc(CCl)n2)c1 | 7 | 4 | -9 | -3 | -1.7 | -3.2 | 11 | 7 | -12
Cc1ccc(Cn2nnc3c(=O)n(CC(=O)N4CCCc5ccccc54)cnc32)cc1 | -12 | -2 | -12 | -2 | -1.8 | -2.0 | 4 | 4 | 15

Compounds listed so far with an NH in an aromatic ring, in the order listed:
SMILES | PHOSPHO1 inh | PfM18AAP inh | GPR7 antag | IDE cell inh | VIM-2 inhibitor | IMP-1 inh | NALP1 yeast inh | IDE act | p-CIP stab down
COc1cc(C(=O)N2CCN(C(=O)c3cc(-c4ccccc4)n[nH]3)CC2)cc(OC)c1OC | 43 | -2 | -18 | 0 | -2.7 | -3.7 | 6 | 0 | -1
COc1ccc(OC)c(-n2c(-c3ccccc3)n[nH]c2=S)c1 | 102* | 16 | -5 | -3 | 1.4 | -3.7 | -12 | 5 | 4

Other structures:
SMILES | PHOSPHO1 inh | PfM18AAP inh | GPR7 antag | IDE cell inh | VIM-2 inhibitor | IMP-1 inh | NALP1 yeast inh | IDE act | p-CIP stab down
CC(C)(O)c1cn(-c2nonc2N)nn1 | 50 | -1 | 4 | 4 | -2.3 | -3.1 | -4 | 4 | -1
CCOc1cc(CNCc2cccs2)cc(Br)c1OC | 34 | 7 | -1 | -5 | -0.4 | -2.1 | 18 | 2 | 0
CC(C)Sc1nc2sc3c(c2c2nnc(SCC(=O)NCc4ccco4)n12)CCCC3 | 18 | -1 | -4 | -1 | -0.7 | -3.0 | 42 | 0 | -3
Fc1cccc(Nc2ncnc3sc4c(c23)CCC4)c1 | 6 | 1 | -10 | 8 | 0.5 | -2.1 | 38 | 4 | -3
N/C(Cc1nc2ccccc2s1)=N\O | 7 | 8 | -6 | 0 | -2.1 | -4.0 | 25 | -3 | -12
O=C(CC(Sc1ccc(Br)cc1)C(=O)O)c1ccc(Br)cc1 (stereo unspecified) | 31 | -27 | -15 | 2 | -0.1 | -3.0 | 14 | x | -9
CCc1nnc(N/N=C/c2cc(Br)c(O)cc2O)n1N | -1 | 62* | -10 | 5 | -2.0 | -5.3 | -8 | 2 | -4
CC1CCCN(C(=O)COC(=O)Cc2c(F)cccc2Cl)C1 (stereo unspecified) | 31 | -1 | 3 | -1 | -2.0 | -3.6 | 12 | -1 | -16
O=C(COC(=O)c1ccccc1)Nc1ccccc1Sc1ccccc1 | -4 | -5 | -6 | -1 | -1.2 | -0.3 | 24 | 4 | 5
CCOC(=O)Cc1cc(-c2ccccc2)nc2ccc3ccccc3c12 | 35 | -4 | -10 | -4 | 0.8 | -2.1 | 17 | -4 | -4
Cc1cc(Br)cc2c1NC(=O)C2(O)CC(=O)c1ccco1 (stereo unspecified) | 15 | 6 | 1 | -1 | -1.6 | -2.0 | 0 | 4 | -7
COc1ccc(/C=N/NC(=O)c2cccnc2)cc1COc1ccc(NC(C)=O)cc1 | 33 | 4 | 9 | 2 | -4.7 | -3.0 | 3 | 5 | 2
COc1ccc(CN2CCN(S(=O)(=O)c3ccc(F)cc3)CC2)c(OC)c1OC | 3 | -5 | 0 | 2 | -2.5 | -1.4 | 4 | 0 | -9
O=C1C2C3C=CC(CC3)C2C(=O)N1c1ccc(Cl)cc1 (stereo unspecified) | 24 | 4 | 8 | 5 | 1.0 | -1.1 | 25 | 6 | 14
CN(C)S(=O)(=O)c1ccc2c(c1)C(CC(=O)O)OC2=O (stereo unspecified) | -14 | -10 | -15 | -1 | -2.3 | -5.0 | 27 | 1 | 3
CCCCCC(=O)NC(=S)Nc1ccc(N2CCOCC2)cc1 | -12 | 0 | -3 | 3 | -1.2 | -2.8 | 22 | 1 | 2
CCC(=O)N1c2ccccc2NC2=C(C(=O)CCC2)C1c1ccco1 (stereo unspecified) | -8 | 5 | -15 | -1 | -1.5 | -1.6 | -6 | -1 | 10
CCOC(=O)/C=C/C(=O)Nc1ccc(S(=O)(=O)N2CCc3ccccc32)cc1 | 39 | -4 | 16 | -2 | 0.6 | -0.1 | 0 | 0 | 7
COc1ccc(NC2CCCN(C(=O)c3ccc4nc(C)c(C)nc4c3)C2)cc1OC (stereo unspecified) | 34 | 10 | -6 | -3 | -1.9 | -0.6 | 8 | 4 | -4
CCN(CC)S(=O)(=O)c1cc(NC(=O)CSc2nccn2C)ccc1C | 6 | -2 | -13 | -2 | -1.5 | -2.2 | 3 | 2 | 10
CC(C)C1Nc2ccc(S(N)(=O)=O)cc2C2C=CCC21 (stereo unspecified) | 20 | 2 | -15 | 8 | -3.3 | -2.5 | 8 | 5 | -12
COc1ccc(C(c2sc3nc(C)nn3c2O)N2CCC(O)CC2)cc1OC (stereo unspecified) | 22 | 4 | -6 | -2 | -0.6 | -3.1 | x | 2 | 5
O=C(COC(=O)C1CCN(S(=O)(=O)c2ccc3c(c2)OCCO3)CC1)Nc1cccc2ccccc12 | -5 | -7 | -3 | 4 | -1.5 | -2.1 | 29 | -3 | -7
CN(C)C(=O)/C(=C\c1cccc(Oc2ccccc2)c1)NC(=O)c1ccccc1 | -6 | 2 | -6 | 6 | -2.6 | -4.6 | 18 | 1 | -2
CCCc1nc(NCc2ccccn2)c2nnn(Cc3ccccc3F)c2n1 | -5 | -3 | -1 | -4 | -0.6 | -3.3 | 6 | 2 | -5
Cn1nc(C(F)(F)F)c(C(=O)Nc2ccc(Cl)cc2)c1Cl | 9 | -5 | -2 | -5 | 0.2 | -0.1 | 3 | 2 | 20
COc1cc(NC(=O)CN2C(=O)NC(C)(c3ccc4ccccc4c3)C2=O)c(C)cc1[N+](=O)[O-] (stereo unspecified) | -4 | -9 | 6 | 0 | 0.3 | 0.6 | 9 | 0 | -2
CCCC[C@H](CN(N=O)[C@@H](Cc1ccccc1)CN(C)N=O)N(CCc1ccccc1)N=O | 14 | 1 | 11 | -1 | -2.1 | -1.6 | 0 | 6 | -2
CC1OC2(OC1C)C(=O)Nc1ccccc12 (stereo unspecified) | -7 | -9 | 2 | 3 | -3.6 | -3.2 | 3 | -1 | -16
CS(=O)(=O)N(CC(=O)N1CCN(c2ccccc2F)CC1)c1ccc2c(c1)OCCO2 | -3 | 19 | -9 | 8 | -1.8 | -0.4 | 17 | 7 | -3
NC(=O)c1ccc2c(c1)S(=O)(=O)c1ccccc1C2=O | -16 | 3 | 3 | 3 | 4.9 | -0.1 | 13 | -1 | 0
COc1ccc(CNC(=O)[C@@H](C)NC(=O)C2CCN(C(=O)[C@@H](N)CCSC)CC2)cc1 | 18 | 1 | -6 | -8 | -3.7 | -2.5 | 17 | 2 | 6
CCOc1ccc(OCC)c(S(=O)(=O)NCCOC23CC4CC(CC(C4)C2)C3)c1 | 8 | -5 | -3 | -2 | -3.8 | -1.1 | 31 | 3 | 7
CC1(C)CC(CC(=O)O)CC(C)(C)N1 | 8 | -8 | -18 | 8 | -2.1 | -2.3 | 6 | 2 | 0
CCc1ccc(N2CC(C(=O)Nc3ccc(S(=O)(=O)N4CCCCC4)cc3)CC2=O)cc1 (stereo unspecified) | x | -12 | 9 | 6 | 0.8 | -0.6 | 27 | 0 | -2
O=C(Cc1ccccc1)NN1C(=O)/C(=C/c2ccccc2C(=O)O)SC1=S | 54 | 16 | -18 | 5 | 1.3 | -2.9 | 11 | 3 | -3
CC(=O)N/C(=N/c1nc(C)cc(C)n1)Nc1ccc(NC(C)=O)cc1 | 55 | 4 | -13 | -3 | 2.5 | -1.3 | -1 | 1 | 2
CCCNc1c(F)c(F)c2c(C)c3ccccc3nc2c1F | 10 | 7 | -7 | 7 | -5.6 | 0.0 | 40 | -10 | -21
COc1cc(OC)cc(C(=O)NCCSC2CCCCC2)c1 | 34 | -8 | -14 | 0 | -1.8 | -1.6 | 0 | 0 | 3
COCCSc1nnc(NC(=O)CSc2ccccc2)s1 | 15 | 1 | -2 | -3 | -3.5 | -1.5 | 6 | -2 | 8
COc1ccccc1C(c1nnnn1C(C)(C)C)N1CCN(Cc2ccccc2)CC1 (stereo unspecified) | -4 | -3 | 11 | 4 | -1.5 | -0.5 | 16 | 6 | 5

Compounds as they come, and some 5.3% of all compounds hit somewhere here.
